Bioassay records deposited in PubChem by several laboratories.
TWEAK Fn14 block: TWEAK-Fn14 signaling inhibition. inhibition, % at 10 µM. TWEAK-stimulated Fn14 reporter cells, luciferase luminescence, 8 h. 360,000 tested, 2% active; in the data active means inhibition above about 50%
Peg3 prom inh: reduces Peg3 promoter-driven luciferase expression in HeLa; HeLa PEG-Prom luciferase reporter, luminescence, overnight; inhibition, % at 20 µM; 360,000 tested, 1.7% active; AID 588405;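 active means inhibition of at least 50% at 20 µM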
NR2E3 ag-1: activates human NR2E3 receptor; Q9Y5X4; CHO-S Gal4-NCOR/VP16-NR2E3 two-hybrid, luciferase; inhibition of corepressor binding, % at 3.98 µM; 360,000 tested, 0.35% active; AID 602229;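 active means inhibition above the mean of all tested compounds plus 3 SD, cut at about 70% in these data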;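 further: 0% = DMSO with NR2E3 transfected cells and 100% = cells lacking NR2E3 construct; higher means lower luciferase signal from less NR2E3 corepressor binding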
Target sequence (Q9Y5X4 whole entry, looked up, the tested form may be a part): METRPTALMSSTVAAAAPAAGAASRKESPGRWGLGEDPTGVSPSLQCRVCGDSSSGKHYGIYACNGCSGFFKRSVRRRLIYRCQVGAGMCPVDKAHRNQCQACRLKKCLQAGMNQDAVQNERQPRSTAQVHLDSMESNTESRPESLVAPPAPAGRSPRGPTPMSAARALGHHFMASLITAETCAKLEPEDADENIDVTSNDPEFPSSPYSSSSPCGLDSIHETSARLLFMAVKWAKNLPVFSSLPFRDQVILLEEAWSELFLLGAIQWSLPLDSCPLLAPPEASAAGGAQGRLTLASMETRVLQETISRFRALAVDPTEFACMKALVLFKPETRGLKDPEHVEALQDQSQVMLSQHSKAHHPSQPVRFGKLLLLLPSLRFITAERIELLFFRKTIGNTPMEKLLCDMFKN
HIF-2a inh: blocks HIF-2a reporter activity. inhibition, % at 18.8 µM. 360,000 tested, 0.72% active. 786-0 RCC cells HIF-2a reporter, luciferase luminescence, overnight;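 active means inhibition of the luminescence signal of 40% or more relative to plate controls, in a single-dose primary screen at 18.75 µM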
KKLEB cytotox: CF airway cell cytotoxicity counter-screen | activity change (cytotoxicity), % at 5 µM | 360,000 tested, 0.36% active | KKLEB CF airway cells viability, ATPlite luminescence, overnight; active compounds read low; cells stimulated with P. aeruginosa culture filtrate;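 active means corrected activity change at or below -50% at 5 µM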
TROY signal inh: blocks TROY-dependent signaling in reporter cells; AID 1347056; 360,000 tested, 0.98% active; Q293 LMP1-TROYcd NF-kB luciferase reporter, 4 h; inhibition, % at 10 µM;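 active means compounds whose plate-normalised and pattern-corrected inhibition of the luciferase reporter signal at the single screening dose is 50% or more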
TRAIL sens C8: sensitizes caspase-8 expressing cells to TRAIL; NB7+C8 cells + TRAIL, ATPlite viability luminescence; inhibition (viability loss, TRAIL sensitization), % at 10 µM; 360,000 tested, 1% active; AID 624354;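 active means compounds causing at least 50% loss of cell viability in the single-dose screen, relative to plate controls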
Shn3 inh set2: inhibitors of Schnurri-3 3'UTR reporter in osteoblasts; inhibition, % at 12.5 µM; Clone20 osteoblast Shn3 3'UTR firefly luciferase, 24 h; 360,000 tested, 0.52% active; AID 588674;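 active means mean inhibition of at least 75% with every replicate also reaching 75%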;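 further: 0% = median of neutral control wells and 100% = pilot-screen positive control compound; some compounds past the cut are filed as inactive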
NR2E3 ag-2: agonists of human nuclear receptor NR2E3 | AID 2300 | GST-NR2E3/biotin-RetCOR TR-FRET, 1536-well | Q9Y5X4 | inhibition of corepressor binding, % at 4.78 µM | 320,000 tested, 0.12% active;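 active means percent inhibition above the cutoff of mean plus 3 SD of all tested compounds, set per screening campaign, cut at about 20% in these data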;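 further: 0% = DMSO wells and 100% = biotin wells as full block of FRET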
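Material: NR2E3–RetCOR corepressor complex / Amount: 1.35 nM GST-NR2E3 / Medium: Tris pH 7.5 / Compound: single nominal compound dose of 4.8 µM / Incubation: 5 h at 4 °C / Technique: TR-FRET, Eu(K)-anti-GST donor, streptavidin-D2 acceptor, ex 340, em 617/671 nm / Read-out basis: percent loss of FRET ratio relative to control wells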
CF NFkB block: blocks PAF-induced NF-kB reporter in cystic fibrosis cells | KKLEB NF-kB-GFP reporter, GFP fluorescence overnight | inhibition, % at 5 µM | 360,000 tested, 0.86% active | AID 588850;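 active means at least 50% inhibition at 5 µM, scaled per plate between neutral and stimulator controls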;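 further: PAF is a Pseudomonas aeruginosa culture filtrate used as stimulus; plate controls were PAF-stimulated DMSO wells for no effect and unstimulated DMSO wells for full effect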
TRPM1 prom inh: inhibitors of MITF-driven TRPM1 promoter in melanoma cells; 330,000 tested, 0.83% active; AID 488899; inhibition, % at 12.5 µM; SK-MEL-5 TRPM1 promoter luciferase, 24 h;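 active means mean inhibition across replicates of 60% or more, whatever share of single replicates reaches that level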; further: values of inactives mirror those of a sister screen read the other way
* marks the source's active call; other numbers are inactive results; nt = not tested or not shown. Only part of the results is shown; count on the stated rates, not on these rows.

molecule,TWEAK Fn14 block,Peg3 prom inh,NR2E3 ag-1,HIF-2a inh,KKLEB cytotox,TROY signal inh,TRAIL sens C8,Shn3 inh set2,NR2E3 ag-2,CF NFkB block,TRPM1 prom inh
COC(=O)c1cccc(CN2C(=O)C(C)Sc3ccc(C(C)=O)cc32)c1 (configuration not stated),-31,-138,-128,-136,-4,-30,-5,-12,nt,3,nt
Nn1c(SCC(=O)N2CCCC2)nnc1C1CCCCC1,-36,3,-5,15,-15,-12,-1,10,nt,21,nt
CC(NC(=O)C12CC3CC(CC(C3)C1)C2)c1ccc(F)cc1 (configuration not stated),-13,-6,3,11,-3,4,17,28,2,-1,2
Cn1ccnc1C(=O)c1cccc(Br)c1,31,-55,-44,-37,6,-11,0,-6,-4,-3,-6
O=C(c1ccc(Cl)c(S(=O)(=O)N2CCCC2)c1)N1CCOCC1,15,9,-13,18,20,-5,5,-11,3,-24,-5
N/C(=N\OC(=O)c1cccnc1)c1ccccc1Cl,-34,-111,-34,-163,7,-66,7,-50,4,-8,-16
O=C(Cc1cccs1)NCc1cc(Cl)cc(Cl)c1,3,-156,-42,-145,10,-60,-17,-29,-4,-5,-41
CC(=O)Nn1cc2c(=O)n(C)c(=O)n(C)c2c1,-2,1,-18,16,12,-7,2,-19,2,18,2
O=C(NC1CCCc2ccccc21)c1ccc(CNc2c(N3CCOCC3)c(=O)c2=O)cc1 (configuration not stated),-13,18,16,9,3,-5,11,3,1,-35,6
COC(=O)c1ccc(OCCOCCOc2cccc3ccc(C)nc23)cc1,20,16,-15,14,-4,5,1,-3,1,3,14
Cc1nn(Cc2ccccc2Cl)c(C)c1NC(=O)c1noc2c1CCCCC2,-3,12,-2,-4,-7,18,21,-2,0,-1,5
Cc1ccc(C)c(NC(=O)CCc2nnc3ccc(N4CCCCC4)nn23)c1,1,-6,18,9,-19,-26,7,-1,1,19,-22
COCCCN1C(=O)C(O)=C(C(=O)c2ccco2)C1c1ccccc1 (configuration not stated),12,10,1,2,7,-12,-15,4,22*,-10,-3
C[C@@H]1CN([C@H](C)CO)C(=O)c2cc(Br)cnc2O[C@@H]1CN(C)C(=O)C1CCOCC1,6,-3,1,-5,6,4,6,0,nt,-10,nt
COC(=O)c1ccccc1NC(=O)N1CCCC1,0,12,-6,-4,-11,-22,-1,-5,3,14,-8
CCc1cc(=O)oc2c3c(cc(OCC(=O)NCc4ccncc4)c12)OC(C)(C)CC3,-3,16,-34,4,-6,-10,10,6,4,-16,7
S=C(c1ccc(-c2ccccc2Cl)o1)N1CCCCC1,-9,-242,-132,-274,-19,-49,31,-60,0,28,-67
Cc1cc(C)c2[nH]c(=O)c(CN(Cc3ccco3)C(=S)NCC3CCCO3)cc2c1 (configuration not stated),14,3,-40,21,-3,15,0,14,-3,2,5
COc1cc2c(c(OC)c1OC)-c1ccc(NC(=O)c3ccccc3)c(=O)cc1[C@@H](NC(C)=O)CC2,18,-3,-4,6,4,-18,4,-2,nt,-18,3
CCOC(=O)C(Cc1ccccc1)NC(=O)CCc1c(C)nc2ncnn2c1C (configuration not stated),2,10,1,-5,-15,9,-15,5,0,-3,-1
COc1ccc2cc(N3CCCC3=O)ccc2c1,-12,-231,-36,-246,-8,-73,-15,-33,nt,-2,-46
O=C(NNC(=S)Nc1ccc(Cl)cc1)c1ccccc1,-26,-159,-71,-206,-1,-50,16,-60,-2,41,-28
Nc1nonc1C(=Nc1ccc(Br)cc1)NO,-10,-19,-25,-20,-11,-17,-12,8,-1,13,-4
CC1(C(=O)NCCc2ccccc2)Cc2c(-c3ccc(C(N)=O)cc3)ccnc2O1 (configuration not stated),-68,4,-7,17,-2,-2,17,-14,nt,-22,nt
CC1CC2(CCCCC2)Nc2c1ccc1ccccc21 (configuration not stated),25,19,-15,20,0,23,2,0,1,-5,2

molecule,TWEAK Fn14 block,Peg3 prom inh,NR2E3 ag-1,HIF-2a inh,KKLEB cytotox,TROY signal inh,TRAIL sens C8,Shn3 inh set2,NR2E3 ag-2,CF NFkB block,TRPM1 prom inh
CCCCN(C=O)c1c(CC)nc2c(OCc3cccc(Cl)c3)cccn12,8,12,-1,-5,-7,-1,7,0,nt,8,nt
CSCCC(NS(=O)(=O)c1cccc(C(F)(F)F)c1)C(=O)N1CCN(C(=O)c2ccco2)CC1 (configuration not stated),-14,5,-13,8,1,-4,-9,11,nt,2,6
CCOC(=O)c1cnc2nc(N3CCOCC3)nn2c1N,2,-4,-21,-13,6,-13,0,-7,0,-6,-3
CCCc1cnc(N2CCN(S(=O)(=O)c3cccs3)CC2)nc1,1,20,-15,9,1,-2,7,7,1,-7,nt
Cc1cc(NC(=O)C(C)SCC(=O)OCC(=O)Nc2c(C)cccc2C(C)C)no1 (configuration not stated),8,5,-19,11,6,3,-3,-53,-1,-12,nt
CCOC(=O)c1c(C)n(-c2ccc(OC)cc2)c2c(C/C(C)=N/O)c(Br)c(OC)c(O)c12,-36,4,10,13,-9,13,-2,9,2,21,-7
CN1CCN(C(=S)NC(=O)c2ccccc2Br)CC1,-20,1,-10,-1,-20,5,-6,-14,0,17,-6
COc1ccc2[nH]c(C)c(C(=O)CN3CCc4cc(OC)c(OC)cc4C3)c2c1,-10,-9,-9,13,-24,13,-2,nt,0,3,-1
Cc1cc(-c2ccc(S(=O)(=O)N3CCc4ccccc4C3)s2)on1,5,6,13,15,-1,10,11,5,3,-3,1
CC1(C)C[C@@H]2C[C@@](C)(CN2C(=O)c2cc(COc3cccc(C(F)(F)F)c3)on2)C1,22,-49,-39,-55,-9,4,22,6,-1,-8,-11
CCCC/C(C)=N/NC(=O)CN(c1ccc(Br)cc1)S(=O)(=O)c1ccccc1,12,-7,9,12,9,-2,-3,-22,2,11,-3
COc1ccc(/C=C2/NC(=O)CNC2=O)cc1,-4,1,2,7,-6,5,-5,-29,-3,-8,6
N#Cc1ccc(Oc2c(Cl)cncc2Cl)cc1,18,9,9,18,9,10,-1,-7,1,5,-6
Cc1c(-n2c(CN3C(=O)c4ccccc4C3=O)nc3ccccc3c2=O)c(=O)n(-c2ccccc2)n1C,2,-3,-7,5,-8,-2,-9,2,-3,-18,4
Cc1ccc(Cn2c(N)nc3ccccc32)cc1,-3,28,20,15,5,19,19,40,1,-13,5
COc1ccc(Cc2nnc(NC(=O)c3ccc(OC)c(OC)c3)s2)cc1,-1,31,11,14,-20,5,2,12,4,3,1
CSc1nc(-c2ccccc2)nc(N2CCCC2)c1C(C)=O,4,2,1,23,-5,12,-2,5,-4,3,8
O=C(c1cccc(N2C(=O)C3C4C=CC(C4)C3C2=O)c1)N1CCCc2ccccc21 (configuration not stated),12,9,-4,10,-4,3,-13,16,-1,9,12
Cc1ccc(Sc2nc(-c3ccccc3)nnc2C(F)(F)F)cc1,32,105*,0,4,2,27,29,79,-1,17,13
COc1ccc(S(=O)(=O)N2CCOCC2)cc1NC(=O)Cc1ccc(F)cc1,11,5,-9,16,7,-10,12,17,nt,-11,nt
O=C(/C=C/c1cccc([N+](=O)[O-])c1)Nc1ccccn1,-1,-180,-23,-225,-26,-15,7,-41,-1,-5,-46
COC(=O)c1sccc1NC(=S)Nc1ccccc1,16,2,-2,5,3,1,-12,-5,-1,-8,-2
CCOc1cc(C2C(C(=O)OC)=C(C)N=C3SC(C)C(=O)N32)ccc1OC(C)=O (configuration not stated),-2,-4,7,14,-38,nt,2,1,5,30,-6
Cc1ccc(NC(=O)CSCC(=O)N2CCN(c3cccc(C(F)(F)F)c3)CC2)cc1,-16,1,-5,-3,10,3,12,4,-3,4,-4
CC1(C(=O)NCc2ccco2)CCN1C(=O)C1(c2ccccc2)CC1 (configuration not stated),-13,1,-25,6,-2,-3,4,-2,nt,-1,nt

molecule,TWEAK Fn14 block,Peg3 prom inh,NR2E3 ag-1,HIF-2a inh,KKLEB cytotox,TROY signal inh,TRAIL sens C8,Shn3 inh set2,NR2E3 ag-2,CF NFkB block,TRPM1 prom inh
O=C(Nc1ccccc1Cl)Nn1cnnc1,4,10,-12,12,1,9,-9,2,nt,12,4
Cc1ccc(S(=O)(=O)Nc2c(NC3CCCCC3)c3ccccc3oc2=O)cc1,34,12,0,12,-12,-3,14,9,0,21,3
CCN(CC)c1ccc(C(=O)N/N=C/c2ccccc2OC(F)F)cc1,-11,5,-20,-100,-4,-14,9,-19,0,6,-13
c1ccc(-n2ncc3c(NCc4cccs4)ncnc32)cc1,15,-270,-83,-231,11,-83,20,-38,-5,-17,-101
Cc1ccc(CN2CCN(/N=C/c3cc(Br)cc(Br)c3O)CC2)cc1,5,21,1,14,17,15,-8,11,2,-13,4
CSc1ccc(NC(=O)C2(C)CCN2C(=O)C2(c3ccccc3)CC2)cc1 (configuration not stated),10,16,-22,-6,-15,8,-2,-15,nt,-4,nt
CCn1c2ccccc2c2cc(NC(=O)COC(=O)c3ccc(O)cc3)ccc21,-41,-8,-34,-3,12,19,1,-24,-1,-20,10
